Bioassay records from PubChem.
HCMV inh: blocks human cytomegalovirus replication. HFF cells, HCMV-luciferase reporter, 72 h; hits give low values. activity change, negative = inhibition, % at 57.5 µM. 410,000 tested, 4.5% active. AID 1259415; in the data active means activity change below about -60%; inconclusive means no clear call, values can overlap the other calls; inactive means above about -39%
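Screen run at 2 compound doses on HFFs infected with reporter HCMV, MOI 1 PFU/cell. Luciferase activity from cell lysates at 72 h post infection gave inhibition relative to buffer-only and Salinomycin wells.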
Sm TGR block: blocks Schistosoma mansoni thioredoxin glutathione reductase. Potency, µM (series often up to 114 µM), for the others: at the highest dose activity change, negative = inhibition, actives largely listed as inhibitors. AID 485364. Q962Y6. purified TGR, DTNB reduction, TNB absorbance 405 nm. 360,000 tested, 3% active; further: potency means the concentration at half of the fitted maximal effect; nearly all actives have a fitted effect of over 60% in size
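First, TGR (20 nM dispensed) and NADPH were mixed with compound. Second, a 15 min room-temperature incubation followed. Third, further NADPH and then DTNB were added to start the reaction. Finally, TNB absorbance was monitored kinetically.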
AMA1-RON2 inh: inhibitors of Plasmodium falciparum AMA1-RON2 interaction; 360,000 tested, 0.2% active; Potency, µM (top dose mostly 58.2 µM), for the others: top-dose activity change, negative = inhibition, usual class: inhibitors; AlphaScreen AMA1-biotinylated RON2 peptide binding;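 further: potency means the concentration at half of the fitted maximal effect; 0% = vehicle wells and -100% = peptide control; nearly all actives have a fitted effect of over 45% in size; some results filed as inactive show a strong effect at the top dose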
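AMA1 (3D7) with his tag at 25 nM final met compounds first, then biotinylated RON2 peptide at 25 nM; detection used donor plus acceptor beads, 10 µg/mL apiece, read by AlphaScreen after 30 min at room temperature.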
AmpC inh no detg: inhibitors of E. coli AmpC beta-lactamase without detergent. AID 485341. 330,000 tested, 0.52% active. P00811. Potency, µM (highest dose often 57.1 µM), for inactives: at the highest dose activity change, negative = inhibition, actives largely listed as inhibitors. AmpC nitrocefin hydrolysis, absorbance 480 nm, 0.0001% Triton;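 further: potency means the concentration at half of the fitted maximal effect; plate controls were no compound for no effect and no enzyme for full effect; nearly all actives have a fitted effect of over 20% in size; some results filed as inactive show a strong effect at the top dose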
Target sequence (P00811 whole entry, looked up): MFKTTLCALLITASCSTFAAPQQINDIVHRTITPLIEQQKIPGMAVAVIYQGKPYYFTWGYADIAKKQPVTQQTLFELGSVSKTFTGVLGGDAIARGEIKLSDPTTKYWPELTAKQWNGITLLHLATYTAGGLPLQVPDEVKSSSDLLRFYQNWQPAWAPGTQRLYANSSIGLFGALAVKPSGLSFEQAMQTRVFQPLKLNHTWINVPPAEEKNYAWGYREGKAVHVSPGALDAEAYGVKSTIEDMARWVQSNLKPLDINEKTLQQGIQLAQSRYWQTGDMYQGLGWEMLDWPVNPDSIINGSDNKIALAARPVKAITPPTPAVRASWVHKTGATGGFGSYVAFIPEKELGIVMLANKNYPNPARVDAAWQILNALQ
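AmpC (5.3 nM in the dispensed reagent) in 20 mM phosphate pH 7.0 with 0.01% (detergent screen) or 0.0001% Triton X-100 was preincubated with compounds for 15 min at room temperature. Nitrocefin was then added from an 800 uM solution, and hydrolysis was followed at 480 nm.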
AmpC detergent: AmpC beta-lactamase inhibition with detergent present; Potency, µM (doses to about 114 µM), inactives show top-dose activity change, negative = inhibition, usual class: inhibitors; P00811; AmpC hydrolysis of nitrocefin, absorbance 480 nm, 0.01% Triton; AID 485294; 370,000 tested, 0.041% active;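 further: potency means the concentration at half of the fitted maximal effect; 0% = no-compound wells and -100% = no-enzyme wells; nearly all actives have a fitted effect of over 25% in size; some results filed as inactive show a strong effect at the top dose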
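AmpC (5.3 nM in the dispensed reagent) in 20 mM phosphate pH 7.0 with 0.01% (detergent screen) or 0.0001% Triton X-100 was preincubated with compounds for 15 min at room temperature. Nitrocefin was then added from an 800 uM solution, and hydrolysis was followed at 480 nm.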
FBPA Giardia inh: blocks Giardia fructose-bisphosphate aldolase activity; A8B2U2; purified Giardia FBPA; Potency, µM (doses to about 59.6 µM), inactives show top-dose activity, negative = inhibition, actives largely listed as inhibitors; 290,000 tested, 0.71% active; further: potency means the concentration at half of the fitted maximal effect; nearly all actives have a fitted effect of over 55% in size
Target sequence (A8B2U2 whole entry, looked up): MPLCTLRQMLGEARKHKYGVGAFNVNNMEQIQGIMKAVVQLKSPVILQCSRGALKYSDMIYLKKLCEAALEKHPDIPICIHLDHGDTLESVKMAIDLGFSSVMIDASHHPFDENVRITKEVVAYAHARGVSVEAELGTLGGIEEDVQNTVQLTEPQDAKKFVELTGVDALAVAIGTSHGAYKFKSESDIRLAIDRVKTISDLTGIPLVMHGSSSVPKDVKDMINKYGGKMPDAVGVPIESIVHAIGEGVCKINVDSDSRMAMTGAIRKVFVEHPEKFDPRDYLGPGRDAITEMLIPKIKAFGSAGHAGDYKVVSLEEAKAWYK
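40 nM FBPA preincubated 10 min at RT with compound (up to 57.5 uM final), then substrate plus GAPDH/TPI/NAD/arsenate coupling and diaphorase/resazurin added. Fluorescence read after 20 min at RT, 525/598 nm.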
* marks the source's active call; other numbers are inactive results; u = inconclusive; x = not tested or not shown; [ ] = another dose, or the depositor's remark. Unless noted, the call rests on the fitted dose curve; in most records, active means well fitted curve in the direction sought with a large enough effect; inconclusive means small, poorly fitted or top-dose-only effect, or another doubt; inactive means no such curve, though single readings can be large; an effect the other way counts as inactive or inconclusive. Unless noted, on the % scale 0 is the no-effect control and ±100 the full control effect.

SMILES | HCMV inh | Sm TGR block | AMA1-RON2 inh | AmpC inh no detg | AmpC detergent | FBPA Giardia inh
CC1CCN(C(=S)NC(=O)c2cccs2)CC1 | -19 | 4% | 15% | -21% | 4% | u
Cc1cc(C)cc(OC(C)C(=O)Nc2ccccc2C(=O)NCc2cccnc2)c1 (centres undefined) | 2 | -19% | -9% | 95%[activator] | 5% | -3%
Cc1ccc(NC(=O)C(C)N2C(=O)c3ccccc3C2=O)nc1 (centres undefined) | 27 | x | -21% | -11% | 5% | 2%
Nc1nc(CSc2ncn[nH]2)nc(Nc2ccc(F)cc2)n1 | 53 | 0% | 0% | -8%[11.4 µM] | u | -1%
O=C(CSc1n[nH]c(=O)n1-c1cccnc1)Nc1ccccc1 | -9 | 0% | 8% | -13% | -14% | x
O=C1CSC(c2cn(-c3ccccc3)nc2-c2cc3ccccc3oc2=O)N1Cc1ccco1 (centres undefined) | 105 | 22µM* | 1% | 10% | u | -6%
Cc1ccc2c(c1)-c1c(cnn1CC(=O)N(Cc1ccco1)C1CCCCC1)CO2 | u | -26% | -21% | 50µM* | -16% | 3%
Cc1ccc(S(=O)(=O)N2CCN(C(=O)COC(=O)c3cc([N+](=O)[O-])ccc3NCCO)CC2)c(C)c1 | u | x | 81%[activator] | 108%[activator] | x | x
CC(C)N(C(=O)[C@H]1CC(CC(=O)NC(C)(C)C)C(=O)N2CCc3c([nH]c4ccccc34)[C@]12C)C(C)C (some centres undefined) | -11 | x | 0% | 222%[activator] | x | x
COCCn1c(SCc2ccccc2)nc2c1c(=O)[nH]c(=O)n2C | -4 | 7% | -2% | -8% | 3% | 12%
Cc1c(NC(=O)OCCNC(=O)COc2c(Cl)cccc2Cl)sc(=S)n1C | 21 | -23% | 37%[activator] | -17% | -1% | 0%
O=C(OCc1ccccc1)c1cccc(-c2nnc(-c3ccccc3)o2)c1 | 20 | -19% | 21% | -13% | 1% | -2%
COc1cccc(CNC(=O)CSC2=Nc3ccccc3C3=NC(C(C)C)C(=O)N23)c1 (centres undefined) | -5 | 0% | x | x | 3% | x
CCN(CC)S(=O)(=O)c1cccc(NC(=O)COC(=O)/C=C/c2cccs2)c1 | u | 9% | -16% | -25% | 5% | 0%
O=C(NC(c1ccccc1)c1ccccc1)c1ccc(CO)cc1 | -15 | -11% | 1% | -2% | -4% | 14%
O=C(CSc1c2c(nc3ccccc13)CCC2)Nc1ccc(F)cc1 | -13 | 0% | x | x | 1% | x
CCCCCCC(=O)N1CCC(c2nc3c(nnn3Cc3ccccc3Cl)c(=O)[nH]2)CC1 | 25 | 9% | -8% | 19% | 4% | -5%
COc1cc(S(=O)(=O)Nc2cccc3cn[nH]c23)c(OC)cc1C | -5 | -5% | 0% | -23% | 6% | x
COc1ccccc1N1CCN(CCN2C(=O)C3CCCN3C2=O)CC1 (centres undefined) | -15 | -28% | 1% | -9% | u | -29%
COC(=O)N=Nc1c(O)[nH]c2ccc(Br)cc12 | -23 | 1% | -18% | -15% | 0% | 4%
CC(C)CCNC(=O)NC(=O)COC(=O)c1cc(S(=O)(=O)N2CCOCC2)ccc1N1CCCCC1 | -14 | -23% | -6% | 91%[activator] | -2% | -6%
COc1cc(C(=O)OCC(=O)Nc2ccc(F)cc2F)cc(OC)c1OC | -17 | -2% | 0% | -3% | 2% | 10%
CCCS(=O)(=O)N1CCC(C(=O)NCc2cccnc2)CC1 | 23 | -6% | -3% | 0% | -1% | 1%
CCOc1ccc(CNn2nnnc2N)cc1 | -8 | -1% | -5% | 2% | u | -1%
Cc1ccccc1NC(=O)CSc1nc(-c2ccccc2)cn1-c1ccccc1F | -21 | 0% | x | x | 8% | x
COc1cccc(OC)c1OCCNCCO | 2 | u | 4% | 11% | -1% | -4%
O=C(Nc1ccc2c(c1)OCCO2)C1CCCN(S(=O)(=O)c2cccc3nsnc23)C1 (centres undefined) | -77* | -26% | -8% | -23% | -18% | -4%
NNC(=O)c1ccccc1OCc1ccccc1 | u | 10% | 48%[activator] | -44% | -9% | -1%
O=C(CSc1nccn1-c1ccccc1)c1ccc(Cl)cc1 | -21 | 1% | -18% | -22% | u | -5%
O=C(Nc1ccc(F)cc1F)c1ccc2c(c1)[nH]c(=O)n2Cc1ccc(F)cc1 | -35 | 10% | -10% | -22% | -6% | 4%

Full records as entered above. Order of screens: HCMV inh | Sm TGR block | AMA1-RON2 inh | AmpC inh no detg | AmpC detergent | FBPA Giardia inh
CCOc1ccc(CNn2nnnc2N)cc1 in the list: -8 | -1% | -5% | 2% | u | -1%
COc1cccc(OC)c1OCCNCCO in the list: 2 | u | 4% | 11% | -1% | -4%

(next part)
SMILES | HCMV inh | Sm TGR block | AMA1-RON2 inh | AmpC inh no detg | AmpC detergent | FBPA Giardia inh
Cc1ccc(CNC(=O)c2nc(SCc3ccc(C)cc3)ncc2Cl)cc1 | 17 | u | x | x | -5% | x
Cc1ccc(CNc2ncccc2-c2nc(-c3ccc(Cl)cc3)no2)cc1 | u | -2% | x | x | 15% | x
COc1cc(/C=N/NC(=O)c2nnn(-c3nonc3N)c2C(C)C)ccc1OCc1ccccc1 | -29 | 6% | 0% | -22% | -2% | x
CC(=O)Nc1ccc(C(=O)OCC(=O)Nc2c(F)cccc2F)cc1 | -19 | 6% | 7% | -9% | 7% | 0%
COc1ccc(-c2nc3sc(CCNC(=O)c4ccc(Br)o4)c(C)n3n2)cc1 | 76 | 12% | x | x | 3% | x
CCC(C(=O)Nc1ccc(C(C)=O)cc1)n1cnc2nc3c(cc2c1=O)CCCC3 (centres undefined) | 29 | 4% | x | x | 15% | x
CSCCC1NC2(C(=O)Nc3c(C)cc(Cl)cc32)[C@@H]2C(=O)N(C3CCCC3)C(=O)[C@H]12 (some centres undefined) | -7 | 1% | -9% | 82%[activator] | -13% | -9%
Cc1ccc(Cn2nnnc2CN2CCC(O)(c3ccc(F)cc3)CC2)cc1 | 14 | u | 2% | 136%[activator] | u | 6%
CCOc1ccc(-c2cc3nc(C4CCN(C(=O)OC(C)(C)C)CC4)c(C(=O)Nc4ccc(C)cc4C)cn3n2)cc1 | -5 | 0% | x | x | -1% | x
Cc1ccc(CCNS(=O)(=O)c2cc(-c3cc(C)no3)ccc2C)cc1 | 0 | 6% | x | x | 6% | x
CCNC(=O)CSc1nc2sccc2c(=O)n1-c1ccccc1 | 4 | -7% | 1% | 1% | -12% | -1%
CC(C)[C@H](NC(=O)c1ccccc1)C(=O)OCC(=O)N1CC2(C)CC1CC(C)(C)C2 (some centres undefined) | u | 0% | 0% | 53% | -3% | 2%
COc1ccccc1-c1nnc(SCC(=O)OC(C)C)o1 | 48 | 2% | 0% | x | 2% | 10%
Cc1nc2sc3c(c2c(=O)[nH]1)CCCCC3 | -35 | -14% | -12% | -9% | -1% | 4%
NC(=NC(=O)c1ccc(OCC(F)(F)F)nc1)c1ccccc1 | 4 | 19% | 6% | 20% | 3% | -4%
CCC(=O)c1cc2c(cc1NC(=O)c1ccccc1)OCCO2 | 5 | 3% | -1% | -5% | 1% | 5%
CCCc1nc2ccccc2c(=O)n1-c1c(C)n(C)n(-c2ccccc2)c1=O | -19 | 22% | -1% | -21% | u | 1%
Cc1ccc2nc(NCc3ccccc3)c(C#N)cc2c1 | -22 | 2% | 20% | -16% | 2% | u
Cc1ccc(NC(=O)CSc2cn[nH]n2)cc1 | 17 | 5% | -3% | -12% | 3% | -7%
O=[N+]([O-])c1ccc2c3n([n+]([O-])c2c1)CCN=C3c1ccc(Cl)cc1 | -2 | u | 20% | -29% | -10% | x
Cc1ccccc1OCC(=O)Nc1cccc(NC(=O)c2ccco2)c1 | -35 | 0% | -1% | -27% | -3% | 1%
Cc1noc(C)c1NC(=O)N(C)C[C@H]1Oc2c(NC(=O)Cc3ccccc3)cccc2C(=O)N([C@H](C)CO)C[C@@H]1C | 61 | x | 21% | -5% | x | x
CCOc1nc(-c2ccccc2)ccc1-c1noc(COc2ccccc2)n1 | -1 | -1% | 61%[activator] | -13% | -2% | 8%
O=C(CSc1nnc2ccccn12)NCCN1C(=O)CSC1=O | 8 | -1% | -11% | -11% | -5% | 5%
Cc1cnc(NC(=O)CSc2nnc(C)n2N)s1 | 1 | -8% | 37%[activator] | -38% | -12% | 0%
O=C(Nc1cccc(C(=O)N2CCOCC2)c1)c1ccccc1Cl | u | -19% | 4% | 12% | -4% | x
O=C(CCN1C(=O)/C(=C\c2ccccc2)SC1=S)Nc1ccc(C(=O)O)cc1 | -8 | 2% | -1% | -24% | -3% | 3%
Cc1ccc(NC(=O)Nc2c(C)n(C)n(-c3ccccc3)c2=O)cc1C | -10 | 5% | -3% | -26% | 3% | 0%
COc1cccc2cc(-c3n[nH]c(=S)n3C)oc12 | -17 | 0% | 95%[activator] | -29% | 11% | -7%
CCOC(=O)C1CCN(S(=O)(=O)c2cccc(C(=O)Nc3ccccc3)c2)CC1 | 13 | -24% | -5% | -13% | -5% | x
C=CCn1c(NCc2ccc(OC)cc2)nc2ccccc21 | 36 | -7% | -1% | -26% | -9% | -7%
Cc1ccc(C(=O)N2CCN(c3ccc(N4CCOCC4)nn3)CC2)cc1C | -24 | -8% | -3% | 0% | -17% | x
O=C(COC(=O)c1ccc(Br)o1)Nc1ccc(N2CCOCC2)cc1 | 8 | -3% | -11% | -11% | -15% | x
COc1cccc2cc(C(C)N(CCCN3CCOCC3)C(=S)Nc3cc(C)cc(C)c3)oc12 (centres undefined) | 0 | 9% | 1% | 135%[activator] | u | -4%
Cc1onc(-c2ccccc2Cl)c1C(=O)NCc1ccco1 | 30 | 45µM* | u | -13% | u | -19%
O=C(NCc1ccccc1)Oc1cccc(Cl)c1 | -14 | 4% | -17% | -14% | u | -6%
CC(C)CSc1nnc2c3ccccc3n(C)c2n1 | 410 | -1% | 6% | 35% | -10% | 6%
O=C(COc1coc(CN2CCCc3ccccc32)cc1=O)Nc1ccc([N+](=O)[O-])cc1 | 26 | -28% | -5% | -25% | -13% | x
COc1ccc(C)cc1NC(=O)CN1CCCC1c1ccc2c(c1)OCCCO2 (centres undefined) | 6 | x | -15% | 0% | x | x
COc1ccc(COc2ccc(C3C(S(=O)(=O)c4ccccc4)CON3C)cc2OC)cc1 (centres undefined) | 7 | -12% | -6% | -3% | -4% | 1%

Results in Sm TGR block, AmpC inh no detg and AmpC detergent, for 2 of the compounds above:
Molecule,Sm TGR block,AmpC inh no detg,AmpC detergent
O=C(COC(=O)c1ccc(Br)o1)Nc1ccc(N2CCOCC2)cc1,-3%,-11%,-15%
COc1cccc2cc(C(C)N(CCCN3CCOCC3)C(=S)Nc3cc(C)cc(C)c3)oc12 (centres undefined),9%,135%[activator],u
